Hck-Nef inh – inhibitors of Nef-activated human Hck kinase, primary screen, biochemical, Z-Lyte FRET, 384-well, Hck-YEEI. Tyrosine-protein kinase HCK (Homo sapiens), P08631. Recombinant Hck-YEEI plus Nef, Z-Lyte FRET kinase assay. inhibition, % at 20 µM. 220,000 compounds, 0.68% hits. AID 463187, 2010;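 active = Hck-Nef kinase inhibition above about 50%, limit read from the data; inactive = inhibition below that limit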;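 note: 0% = DMSO with Hck plus Nef and 100% = Hck alone without Nef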
Target sequence (P08631 whole entry, looked up): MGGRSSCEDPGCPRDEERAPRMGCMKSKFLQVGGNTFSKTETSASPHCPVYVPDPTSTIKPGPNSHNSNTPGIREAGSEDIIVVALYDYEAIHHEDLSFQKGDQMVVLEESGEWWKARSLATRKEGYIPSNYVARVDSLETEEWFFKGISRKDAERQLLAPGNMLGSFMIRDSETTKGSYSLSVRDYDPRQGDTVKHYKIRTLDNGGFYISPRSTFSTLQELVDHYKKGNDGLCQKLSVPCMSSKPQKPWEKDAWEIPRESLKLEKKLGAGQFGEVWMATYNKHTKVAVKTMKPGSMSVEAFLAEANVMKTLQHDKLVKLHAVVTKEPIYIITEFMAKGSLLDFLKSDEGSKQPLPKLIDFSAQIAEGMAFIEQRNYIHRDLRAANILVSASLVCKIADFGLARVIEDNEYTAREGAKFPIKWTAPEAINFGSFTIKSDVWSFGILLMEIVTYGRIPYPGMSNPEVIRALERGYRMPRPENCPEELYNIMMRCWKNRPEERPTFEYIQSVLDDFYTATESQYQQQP
14-3-3 Bad inh – inhibitors of 14-3-3 zeta/Bad binding, primary screen, biochemical, TR-FRET, bovine 14-3-3 zeta | 14-3-3 protein zeta/delta (Bos taurus), P63103 | TR-FRET 14-3-3zeta/Dy647-pBad peptide displacement, 1 h | inhibition, % at 21.7 µM | 220,000 compounds, 0.71% hits;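 active = inhibition above about 70%, limit read from the data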;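 note: 0% = full 14-3-3 plus peptide FRET controls and 100% = background without 14-3-3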
Tb hexokinase – Trypanosoma brucei hexokinase 1 inhibitors, primary screen, biochemical, G6PDH-coupled NADH absorbance, MLSCN library; hexokinase 1 [Trypanosoma brucei]; recombinant TbHK1, G6PDH-coupled NADH A340; inhibition, % at 10 µM; 220,000 compounds, 0.11% hits;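 active = inhibition of 50% or more in the single-dose primary screen; inactive = inhibition below 50%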
Runt-SMMHC FRET – inhibitors of RUNX1 Runt–CBFb-SMMHC binding, primary screen, biochemical, FRET, Cerulean-Runt, Venus-CBFb-SMMHC, uHTS; AID 1434, 2008; inhibition, % at 20 µM; 220,000 compounds, 0.74% hits; Cerulean-Runt/Venus-CBFb-SMMHC FRET ratio 530/480, 1 h; Runt-related transcription factor 1 (Homo sapiens) + Core-binding factor subunit beta …;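 active = mean inhibition across duplicate retests at 20 µM reaching about 50%, limit read from the data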;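 note: 0% = DMSO wells and 100% = wells with excess untagged CBFb-SMMHC; inhibitors lower the FRET ratio by blocking Runt binding to CBFb-SMMHC; some results filed as inactive read as strong as hits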
MDM2 E3 inh – MDM2-luciferase reporter signal enhancers, primary screen, MDM2 E3 ligase inhibitor project, cell-based, luminescence, 1536-well; E3 ubiquitin-protein ligase Mdm2 (Homo sapiens), Q00987; cell-based MDM2 ubiquitination luciferase reporter, 2 h; 0 = plate control, 100 = twice control, blank-subtracted; signal enhancement, % at 5 µM; 210,000 compounds, 0.11% hits;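 active = signal enhancement of 30% or more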;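 note: luminescence tracks abundance of the self-degrading MDM2-luciferase fusion protein; higher signal means inhibition of MDM2 E3 ligase activity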
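Material: Stable MDM2–luciferase fusion reporter cells | Amount: 2000 cells seeded into each well | Dosing: One concentration, 5 µM, with 0.2% DMSO | Incubation: 4 h cell settling then 2 h compound exposure, 37 °C | Measured by: Luciferase luminescence | Read-out basis: % enhancement relative to plate controls after blank subtraction | Benchmarks: Control and blank well means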
Runt-CBFb FRET – inhibitors of RUNX1 Runt–CBFb binding, primary screen, biochemical, FRET, Cerulean-Runt, Venus-CBFb, uHTS. AID 1496, 2009. Runt-related transcription factor 1 (Homo sapiens) + Core-binding factor subunit beta …. inhibition, % at 20 µM. 220,000 compounds, 0.46% hits. Cerulean-Runt/Venus-CBFb FRET ratio 530/480, 1 h;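 active = inhibition over about 50% at 20 µM in the single-dose screen, limit read from the data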;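 note: 0% = DMSO wells and 100% = excess unlabeled CBFb competitor control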
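Assay system: Cerulean-tagged RUNX1 Runt domain (FRET donor) fusion protein / Amount: 100 nM each of Venus-CBFb and Cerulean-Runt domain / Medium: Tris buffer pH 7.5 with salts and BSA / Also added: Venus-CBFb 100 nM / Schedule: 1 h complex formation plus 1 h compound treatment, room temperature / Signal: FRET fluorescence / Read-out: loss of energy transfer signal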
EBV gp42 inh – Epstein-Barr virus gp42 inhibitors, primary screen, biochemical, uHTS, fluorescence polarization. Fluorescence polarization binding assay, mP read-out. inhibition, % (tested at 21.74 µM). 220,000 compounds, 0.42% hits. AID 1085, 2008; in the data active = inhibition above about 50%
p47phox inh – p47phox/p22phox peptide binding inhibitors, primary screen, biochemical, uHTS, NADPH oxidase regulatory subunit; Neutrophil cytosol factor 1 (Homo sapiens), P14598; fluorescence polarization, 2 h; inhibition, % at 24.7 µM; 220,000 compounds, 0.53% hits;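 active = inhibition above about 30%, limit read from the data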;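 note: 0% = p47phox with labelled peptide and 100% = labelled peptide alone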
Target sequence (P14598 whole entry, looked up): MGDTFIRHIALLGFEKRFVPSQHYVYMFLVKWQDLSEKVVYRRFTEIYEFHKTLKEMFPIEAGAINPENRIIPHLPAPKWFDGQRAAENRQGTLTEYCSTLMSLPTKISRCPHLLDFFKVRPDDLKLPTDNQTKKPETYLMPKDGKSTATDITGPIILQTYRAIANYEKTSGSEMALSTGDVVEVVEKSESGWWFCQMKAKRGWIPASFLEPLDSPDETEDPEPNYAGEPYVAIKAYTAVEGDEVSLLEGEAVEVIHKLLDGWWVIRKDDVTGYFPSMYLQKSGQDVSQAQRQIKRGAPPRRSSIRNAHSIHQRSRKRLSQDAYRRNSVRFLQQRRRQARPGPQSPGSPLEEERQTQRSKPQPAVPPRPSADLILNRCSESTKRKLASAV
zVAD death inh – inhibitors of zVAD-triggered necroptosis, primary screen, L929 cells. AID 1377, 2008. viability rescue, % at 10 µM. 220,000 compounds, 0.38% hits. L929 zVAD necroptosis rescue, ATP luminescence, 24 h; with zVAD 60 µM;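 active = activation, scaled between plate controls, above about 75%, limit read from the data; inactive = activation under that limit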;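 note: 0% = zVAD with DMSO and 100% = DMSO alone without zVAD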
Active calls of the source: *; [ ] = another dose, or the depositor's remark.

How did S=C(NCCSCc1ccc(Cl)cc1)Nc1ccccc1 do in these assays?
Hck-Nef inh: 0.2; 14-3-3 Bad inh: 1.8; Tb hexokinase: 6.5; Runt-SMMHC FRET: 0.4; MDM2 E3 inh: 6.0; Runt-CBFb FRET: 1.7; EBV gp42 inh: -4.9; p47phox inh: -14.7; zVAD death inh: 0.1

How did O=C(CCCCCn1c(=O)[nH]c2ccccc2c1=O)NCCc1c[nH]c2ccccc12 do in these assays?
Hck-Nef inh: -1.9; 14-3-3 Bad inh: 4.0; Tb hexokinase: -2.0; Runt-SMMHC FRET: -5.8; MDM2 E3 inh: 9.6; Runt-CBFb FRET: -2.3; EBV gp42 inh: -1.2; p47phox inh: -22.3; zVAD death inh: 0.5

Results for N#Cc1ccccc1N=C1CCCN1Cc1ccccc1 ?
Hck-Nef inh: -1.5; 14-3-3 Bad inh: -8.4; Tb hexokinase: 4.0; Runt-SMMHC FRET: 3.2; MDM2 E3 inh: -10.9; Runt-CBFb FRET: -0.3; EBV gp42 inh: -13.4; p47phox inh: -2.3; zVAD death inh: 0.8

How did Fc1ccc(CN2CCCN(Cc3nc(-c4ccc5c(c4)OCO5)no3)CC2)cc1 do in these assays?
Hck-Nef inh: 17.7; 14-3-3 Bad inh: -11.1; Tb hexokinase: 8.0; Runt-SMMHC FRET: 2.1; MDM2 E3 inh: -3.5; Runt-CBFb FRET: -1.2; EBV gp42 inh: -2.5; p47phox inh: -4.2; zVAD death inh: -0.5

Results for O=C(CSc1nc2ccc([N+](=O)[O-])cc2[nH]1)NCCc1ccccc1 ?
Hck-Nef inh: -0.3; 14-3-3 Bad inh: 1.7[fluorescence artefact?]; Tb hexokinase: -11.6; Runt-SMMHC FRET: -2.4; MDM2 E3 inh: 10.6; Runt-CBFb FRET: -2.6; EBV gp42 inh: -10.1; p47phox inh: -1.9; zVAD death inh: 0.5

Results for CCOC(=O)CC(N)c1ccc2c(c1)OCO2 (stereo not given) ?
Hck-Nef inh: 2.8; 14-3-3 Bad inh: 5.4; Tb hexokinase: 1.2; Runt-SMMHC FRET: -3.1; MDM2 E3 inh: -5.9; Runt-CBFb FRET: -1.9; EBV gp42 inh: -19.9; p47phox inh: -12.2; zVAD death inh: 0.0

How did CCCn1c(SC/C(O)=C(\C#N)c2nc3ccccc3[nH]2)n[nH]c1=O do in these assays?
Hck-Nef inh: 22.5; 14-3-3 Bad inh: -12.7; Tb hexokinase: -27.1; Runt-SMMHC FRET: 5.1; MDM2 E3 inh: 0.5; Runt-CBFb FRET: 2.0; EBV gp42 inh: -13.0; p47phox inh: -10.7; zVAD death inh: -0.2

What do the screens show for `CC(C)Oc1cccc(C(=O)C2CCCN(C(=O)CCn3cnnn3)C2)c1` (stereo not given)?
Hck-Nef inh: 16.4; 14-3-3 Bad inh: -9.7; Tb hexokinase: -1.7; Runt-SMMHC FRET: 3.4; MDM2 E3 inh: 4.1; Runt-CBFb FRET: -0.6; EBV gp42 inh: -7.6; p47phox inh: -3.3; zVAD death inh: 1.2

How did Cc1ccc(NC(=S)NCCN2CCOCC2)cc1C do in these assays?
Hck-Nef inh: 0.5; 14-3-3 Bad inh: -2.3; Tb hexokinase: -2.9; Runt-SMMHC FRET: -2.6; MDM2 E3 inh: -12.1; Runt-CBFb FRET: -1.9; EBV gp42 inh: -12.8; p47phox inh: -14.9; zVAD death inh: -0.1

How did Cc1nnc(NC(=O)c2c(F)c(F)c(F)c(F)c2F)s1 do in these assays?
Hck-Nef inh: 9.3; 14-3-3 Bad inh: -4.3; Tb hexokinase: 3.1; Runt-SMMHC FRET: 0.3; MDM2 E3 inh: -37.2; Runt-CBFb FRET: 1.4; EBV gp42 inh: 3.3; p47phox inh: -10.6; zVAD death inh: 0.3

Results for C=CCn1c(-c2cccnc2Cl)nc2cc(Cl)c(Cl)cc21 ?
Hck-Nef inh: 2.4; 14-3-3 Bad inh: 8.8; Tb hexokinase: 4.6; Runt-SMMHC FRET: 2.7; MDM2 E3 inh: -9.7; Runt-CBFb FRET: -2.9; EBV gp42 inh: 0.0; p47phox inh: -23.0; zVAD death inh: 0.1

Results for NC(N)=N/N=C/c1cccc([N+](=O)[O-])c1O ?
Hck-Nef inh: -10.9; 14-3-3 Bad inh: -4.0; Tb hexokinase: 0.0; Runt-SMMHC FRET: -1.8; MDM2 E3 inh: -15.4; Runt-CBFb FRET: -0.1; EBV gp42 inh: -0.9; p47phox inh: -5.3; zVAD death inh: -0.5

How did COc1ccc([N+](=O)[O-])cc1NC(=O)Nc1ccccc1 do in these assays?
Hck-Nef inh: 2.5; 14-3-3 Bad inh: 2.9; Tb hexokinase: -4.3; Runt-SMMHC FRET: -2.1; MDM2 E3 inh: -11.0; Runt-CBFb FRET: -2.8; EBV gp42 inh: 10.1; p47phox inh: -0.8; zVAD death inh: 0.4

Results for O=C(CN1CCN(c2ccccn2)CC1)N1CC(O)CO1 (stereo not given) ?
Hck-Nef inh: 8.0; 14-3-3 Bad inh: -3.4; Tb hexokinase: 1.5; Runt-SMMHC FRET: -8.6; MDM2 E3 inh: 7.2; Runt-CBFb FRET: -0.3; EBV gp42 inh: -4.3; p47phox inh: -15.9; zVAD death inh: 0.3

How did NC(=O)c1ccccc1N=Cc1ccccn1 do in these assays?
Hck-Nef inh: 2.7; 14-3-3 Bad inh: -12.3; Tb hexokinase: -5.9; Runt-SMMHC FRET: 4.4; MDM2 E3 inh: -5.4; Runt-CBFb FRET: -1.2; EBV gp42 inh: -5.8; p47phox inh: -4.7; zVAD death inh: 0.8

Results for O=C(O)c1ccc(/C=N/NC(=S)NCc2ccccc2)cc1 ?
Hck-Nef inh: 8.6; 14-3-3 Bad inh: -9.6; Tb hexokinase: -22.1; Runt-SMMHC FRET: 3.5; MDM2 E3 inh: -7.3; Runt-CBFb FRET: 0.1; EBV gp42 inh: -7.0; p47phox inh: 2.5; zVAD death inh: 4.3

Results for CC1CCc2c(sc(NC(=O)COC(=O)C3CCCO3)c2C#N)C1 (stereo not given) ?
Hck-Nef inh: 16.7; 14-3-3 Bad inh: -2.3; Tb hexokinase: 7.8; Runt-SMMHC FRET: -3.2; MDM2 E3 inh: -11.7; Runt-CBFb FRET: -2.1; EBV gp42 inh: 5.3; p47phox inh: -3.9; zVAD death inh: 0.9

What do the screens show for `O=C(OCC#CCSc1nnc(-c2ccc(Br)cc2)o1)c1cccs1`?
Hck-Nef inh: 1.8; 14-3-3 Bad inh: -2.9; Tb hexokinase: -0.5; Runt-SMMHC FRET: -0.6; MDM2 E3 inh: -5.8; Runt-CBFb FRET: -1.0; EBV gp42 inh: 4.9; p47phox inh: -1.8

What do the screens show for `Cc1c(Br)c([N+](=O)[O-])nn1CC(=O)N1CCCc2ccccc21`?
Hck-Nef inh: -6.0; 14-3-3 Bad inh: -4.0; Tb hexokinase: -1.2; Runt-SMMHC FRET: -1.6; MDM2 E3 inh: 1.9; Runt-CBFb FRET: 3.2; EBV gp42 inh: -12.6; p47phox inh: -8.9; zVAD death inh: 3.2

Results for COc1ccc(Cn2c(-c3ccc(C)cc3)c[n+]3ccccc23)cc1 ?
Hck-Nef inh: 1.7; 14-3-3 Bad inh: -3.0; Tb hexokinase: 6.8; Runt-SMMHC FRET: -0.6; MDM2 E3 inh: -35.2; Runt-CBFb FRET: 1.8; EBV gp42 inh: -9.6; p47phox inh: -1.4; zVAD death inh: 0.2

What do the screens show for `Cc1ccc(/C=C/C(=O)N2CCN(S(=O)(=O)c3c(C)c(C)cc(C)c3C)CC2)o1`?
Hck-Nef inh: 2.5; 14-3-3 Bad inh: -6.3[fluorescence artefact?]; Tb hexokinase: -12.7; Runt-SMMHC FRET: 15.5; MDM2 E3 inh: -18.7; Runt-CBFb FRET: -7.5; EBV gp42 inh: -25.6; p47phox inh: -55.9; zVAD death inh: 0.8

Results for Cc1cc2oc(=O)cc(CN3CCN(C/C=C/c4ccccc4)CC3)c2cc1O ?
Hck-Nef inh: 0.3; 14-3-3 Bad inh: -9.4; Tb hexokinase: 1.1; Runt-SMMHC FRET: -7.1; MDM2 E3 inh: -9.9; Runt-CBFb FRET: 0.8; EBV gp42 inh: -17.6; p47phox inh: 5.4; zVAD death inh: 0.7

How did COC(=O)c1[nH]c2ccc(C)cc2c1NC(=O)CN1CCCC(C)(C)C1 do in these assays?
Hck-Nef inh: 1.4; 14-3-3 Bad inh: 56.7; Tb hexokinase: -17.3; Runt-SMMHC FRET: 0.7; MDM2 E3 inh: -4.8; Runt-CBFb FRET: -5.0; EBV gp42 inh: -6.3; p47phox inh: -9.8; zVAD death inh: -0.6

Results for CCOc1ccc(C2/C(=C(\O)c3cccc(OC)c3)C(=O)C(=O)N2c2cc(C)on2)cc1OC (stereo not given) ?
Hck-Nef inh: -10.0; 14-3-3 Bad inh: 42.5[fluorescence artefact?]; Tb hexokinase: -14.0; Runt-SMMHC FRET: 2.7; MDM2 E3 inh: -10.1; Runt-CBFb FRET: 1.3; EBV gp42 inh: -8.7; p47phox inh: -18.6; zVAD death inh: -0.4

What do the screens show for `CCOC(=O)C1CCCN(C(=O)C2CCCN(S(C)(=O)=O)C2)C1` (stereo not given)?
Hck-Nef inh: 2.0; 14-3-3 Bad inh: -13.0; Tb hexokinase: 4.0; Runt-SMMHC FRET: -4.3; MDM2 E3 inh: -9.4; Runt-CBFb FRET: -1.0; EBV gp42 inh: -12.1; p47phox inh: -3.3; zVAD death inh: 0.1

What do the screens show for `COC(=O)c1sccc1NC(=O)/C=C\c1ccc(Cl)cc1Cl`?
Hck-Nef inh: 7.7; 14-3-3 Bad inh: -6.0[fluorescence artefact?]; Tb hexokinase: 0.8; Runt-SMMHC FRET: 0.3; MDM2 E3 inh: -22.1; Runt-CBFb FRET: 2.4; EBV gp42 inh: -4.5; p47phox inh: -6.9; zVAD death inh: -0.4

What do the screens show for `OCC1CCCC(n2cnc3c(=S)nc[nH]c32)O1` (stereo not given)?
Hck-Nef inh: 2.0; 14-3-3 Bad inh: -14.7; Tb hexokinase: -11.7; Runt-SMMHC FRET: 0.3; MDM2 E3 inh: -7.4; Runt-CBFb FRET: 12.2; EBV gp42 inh: -10.5; p47phox inh: 4.4; zVAD death inh: 0.0
